NCI-60 one-dose screen, 48 h, at 10 µM unless noted. Numbers give growth in % (100 = growth as untreated, 0 = no growth, -100 = all killed).
HCC-2998: HCC-2998 colon cancer. 79,000 tested, 4.7% active. AID 1794799
KM12: KM12 colon cancer cells; 82,000 tested, 5% active
HT29: HT29 colon cancer. AID 1794748. 81,000 tested, 7.4% active
SF-539: SF-539 CNS cancer | 81,000 tested, 6.8% active | AID 1794752
SF-268: SF-268 CNS cancer cells. 82,000 tested, 3.1% active
SNB-19: SNB-19 CNS cancer cells; 81,000 tested, 2.5% active; AID 1794751
SNB-75: SNB-75 CNS cancer; AID 1794750; 79,000 tested, 5% active
SF-295: SF-295 CNS cancer cells; AID 1794758; 79,000 tested, 5.6% active
SW-620: SW-620 colon cancer; 82,000 tested, 5.2% active; AID 1794795
* marks the source's active call; other numbers are inactive results; nt = not tested or not shown; & = joins results of further samples. How the source made its calls: active means growth percent below 10; inactive means the rest. This is a subset; count on the stated rates, not on these rows.

SMILES	HCC-2998	KM12	HT29	SF-539	SF-268	SNB-19	SNB-75	SF-295	SW-620
S=P1(Oc2ccccc2)Nc2ccccc2N1	107	111	108	109	109	98	93	120	102
CN[C@]1(c2ccccc2Cl)CCCC[C@@H]1NCCCc1ccccc1	103	105	66	102	96	98	93	95	93
Cc1ccc(N)c(N)c1	109	96	100	100	96	107	nt	108	131
C#CC1(O)CCCCC1	106	111	95	107	109	102	98	120	105
CN(C)[C@@H]1C(=O)C(C(N)=O)=C(O)[C@@]2(O)C(=O)C3=C(O)c4c(O)cccc4[C@@](C)(O)[C@H]3[C@H](O)[C@@H]12	96	103	96	nt	102	100	102	94	101
CC1(C)NC(=S)C(C)(C)N1N=O	97&104	108&115	108&108	108&107	102&114	114&102	95&87	103&121	101&114
c1ccc(Nc2nc(-c3ccccc3)c[se]2)cc1	87	72	102	94	96	92	83	93	99
Cc1ccc(/C=C/C(=O)O)cc1-c1cc2c(cc1C)C(C)(C)CCC2(C)C	97	71	85	91	84	101	75	73	98
COc1ccc(N2C(=O)C3C4c5ccccc5C(C3C2=O)[n+]2ccccc24)cc1 (centres undefined)	108	118	106	93	107	102	87	112	108
CN1C[C@H](C(=O)N[C@]2(C)O[C@@]3(O)[C@@H]4CCCN4C(=O)[C@H](Cc4ccccc4)N3C2=O)[C@H]2C[C@]23c2cccc4[nH]cc(c24)C[C@@H]13	91	113	91	99	91	110	83	99	98
NC1(C(=O)O)CCCc2ccc(N(CCCl)CCCl)cc21 (centres undefined)	103	109	111	81	92	99	82	89	93
CC(c1c(Cl)cccc1Cl)n1cc(C(N)=O)nn1 (centres undefined)	103	108	97	96	103	100	91	92	88
CC(=O)C(CN1CCCCC1)C(c1ccccc1)c1c(O)c2ccccc2oc1=O (centres undefined)	98	102	109	101	92	104	nt	103	103
C(=NC1CCCCC1)c1c[nH]c2ccccc12	105	106	108	93	101	104	75	124	102
CC1CC=CCC12C(=O)NC(=S)NC2=O (centres undefined)	116	116	107	99	115	109	81	99	104
O=C1C(Br)C2CCC1C2C(=O)O (centres undefined)	111	103	101	94	102	105	92	101	112
COc1ncnc2c(CN3CCN(C)CC3)c[nH]c12	113	108	98	106	113	102	104	93	109
CCn1cc([N+](=O)[O-])cc1[N+](=O)[O-]	113	107	106	95	105	102	81	101	111
O=C(O)C1CC12c1ccccc1-c1ccccc12 (centres undefined)	113	103	108	96	106	100	86	89	106
CCC(O)(CN)c1ccccc1 (centres undefined)	106	103	96	99	100	106	93	93	100
Cc1nc(N)sc1Sc1nc2ccc(Cl)cc2c(=O)n1-c1ccccc1	124	95	99	96	108	107	nt	92	111
O=C1CN=C(c2ccc[nH]2)c2cc(Cl)ccc2N1	nt	76	70	105	79	88	84	87	63
CCN(CC)CCCN1CC2CCCCC2C1 (centres undefined)	105	104	96	99	94	97	88	105	102
Cc1cccc(C[N+](C)(C)C)c1C	104	120	102	80	112	103	95	106	104
CCC(=O)C(c1ccccc1)(c1ccccc1)C(C)CN1CCCCCC1 (centres undefined)	96	106	50	96	97	98	87	88	94
CC[C@H](C)[C@H](NC(=O)c1nccn1C)C(=O)N(C)[C@H](C[C@@H](OC(C)=O)c1nc(C(=O)N[C@@H](Cc2ccccc2)C[C@H](C)C(=O)OC)cs1)C(C)C	32	11	-6.7*	-32*	26	37	16	4.7*	26
CC(C)OC(=O)[C@H](C)NP(=O)(Oc1cccc2ccccc12)C1CCCN(O)C1=O (some centres undefined)	73	83	75	85	64	91	67	81	85
Cc1cc2c(cc1C)NP(=S)(c1ccccc1)N2	101	110	100	106	110	106	98	110	102
NCc1cccnc1	106&104	99&107	98&96	104&98	109&113	112&122	93&103	100	112&110
O=C(O)c1[nH]c(=O)[nH]c(=O)c1F	65	69	106	82	87	91	99	89	73
CC(C)CN(CCc1ccccn1)CC(C)C	109	104	109	103	100	100	93	102	103
CN1CCc2cc3c(cc2[C@H]1[C@@H]1OC(=O)c2c1ccc1c2OCO1)OCO3	100	103	102	97	97	104	90	91	111
COC(=O)[C@@H](NC(=O)c1cn(Cc2ccccc2)c2ccccc12)C(C)(C)C	96	101	104	108	98	113	84	101	110
CNCC(Cl)c1ccc(OC(C)=O)cc1 (centres undefined)	92	92	94	111	102	95	91	107	85
O=[As]c1ccc(C(=O)c2ccc(Oc3ccccc3)cc2)cc1 (centres undefined)	-94*	-87*	-78*	-98*	-89*	-97*	-92*	-65*	-83*
C[C@H]1[C@H](OC(=O)CCC(=O)N(CCCc2cn(-c3ccc(C#N)cc3)nn2)CCNc2ccnc3cc(Cl)ccc23)O[C@@H]2OC3(C)CC[C@H]4[C@H](C)CC[C@@H]1[C@@]24OO3	70	31	19	45	55	70	72	54	18
CC1=C2C(=C[C@@](C)(COC(=O)c3ccc(S(=O)(=O)F)cc3)[C@@H]2O)C(=O)[C@](C)(O)C12CC2	-51*	7.7*	-18*	-68*	-12*	3.5*	-52*	-5.2*	-20*
C/C(CC(C)(C)N1CC1)=N\NC(=O)Nc1cccc2ccccc12	75	76	39	70	53	63	59	67	52
CCCCn1cc(C(=O)/C(C#N)=C/c2cc3ccccc3nc2Cl)c2ccccc21	103	99	74	83	89	88	81	94	57
N=C(N)N	114&104	107&105	95&107	103&94	104&116	98&119	90&105	112&93	111&109
c1ccc(CCN2CCCCC2)cc1	102	107	105	109	109	110	89	105	112
CC(Cc1ccc(O)cc1)NCc1ccccc1 (centres undefined)	105	107	104	95	103	106	86	92	102
c1ccc(N2CCNCC2)cc1 (tested in a mixture with another compound)	120&113&105&99&99	111&106&103&94&108	94&100&103&107&106	94&98&108&103&100	107&104&103&90&102	106&98&101&101&111	87&93&109&93&92	96&87&99&117&105	116&103&101&103
Cc1cc2c(cc1-c1ccnc(/C=C/C(=O)O)c1)C(C)(C)CCC2(C)C	103	86	98	78	87	91	80	89	96
C=CC[n+]1ccc(-c2cc[n+](CC=C)cc2)cc1	95	65	29	101	102	111	92	101	114
COc1ccccc1-n1c(C)nc2ccccc2c1=O	114	105	100	107	94	100	82	104	103
CCCCCN(CCCCC)CC(O)c1cc(C)ccc1Cl (centres undefined)	80	79	33	89	87	87	85	72	74
CC(C)N=C([Se])NC(=O)c1cccs1	28	17	28	-63*	59	4.6*	-29*	-14*	nt
Cc1cc(Br)c([N+](=O)[O-])cc1[N+](=O)[O-]	111	92	103	98	97	103	108	114	23
COc1cc(C2c3ccc(O)cc3Oc3nc(N)c(C#N)c(N)c32)cc(OC)c1OC (centres undefined)	nt	105	113	94	106	103	87	103	103
CN1C(=O)C(=Cc2cn(CCCCCCn3c4ccccc4c(=O)c4ccccc43)c3ccccc23)C(=O)N(C)C1=O	99	99	96	86	95	104	91	95	103
COc1ccc(C2CC(=O)Nc3nc(N)[se]c32)cc1 (centres undefined)	116	96	101	101	102	67	87	12	112
Cc1ccccc1N1CCN(CCC#N)CC1	72	83	107	75	112	95	90	108	98
CCC[CH2][Sn]([CH2]CCC)([CH2]CCC)[O]c1ccc(Cl)cc1Cl	-95*	-94*	-52*	-83*	-91*	-81*	-94*	-37*	-93*
CN1C2CCC1CC(OC(=O)c1ccccc1)C2 (centres undefined)	11	111	106	102	105	87	88	110	101
CCN(CC)C(=O)C(N)Cc1ccc(OC)c(N(CCCl)CCCl)c1 (centres undefined)	102	107	95	85	99	99	95	nt	90
CN1C2CC(=O)CC1C(O)C2 (centres undefined)	nt	100	99	107	112	109	100	88	110
C=Cc1c(C)c(O)cc2c1CC[C@@H]1C(C)(C)[C@H](O)CC[C@@]21C	114	97	94	97	90	109	82	109	104
O=C1NC(=S)NC(=O)C1=Cc1cccnc1	110	103	109	99	108	113	90	107	105
CC12CCC3C(CC=C4CC(Cl)CCC43C)C1C/C(=C\c1ccc(OCC(=O)N3CCOCC3)cc1)C2=O (centres undefined)	102	90	76	113	89	117	101	92	96

Additional compounds.
SMILES	HCC-2998	KM12	HT29	SF-539	SF-268	SNB-19	SNB-75	SF-295	SW-620
COc1cc(C2c3ccc4ccccc4c3Oc3nc(N)c(C#N)c(N)c32)cc(OC)c1OC (centres undefined)	nt	101	106	83	105	85	63	98	109
Brc1ccc2[nH]cc(/C=N/N3CCCCCC3)c2c1	114&109	92&99	95&88	81&93	95&94	109&100	89&92	106&117	92&103
S=c1[nH]c(=S)c2c3c([se]c2[nH]1)CCCCC3	102	98	103	96	98	106	84	89	100
Cc1ccc(Nc2nc3c(s2)C2=CC[C@@H]4[C@H](CC[C@]5(C)C(=O)CC[C@@H]45)[C@@]2(C)CC3)cc1	78	35	15	3.7*	56	55	29	5.5*	0.5*
Cc1ccc(O)c(CN2CCC3CCC(C3)C2)c1 (centres undefined)	117&101	110&110	104&101	109&111	98&109	98&101	108&97	98&106	110&98
O=C(Nc1ccc(C(=O)O)cc1)Oc1ccc(N(CCCl)CCCl)cc1	89	107	79	52	64	87	71	45	79
O=C(O)c1cccc(Cl)c1	102	117	112	111	116	115	90	103	107
CC(C)NC(C)Cc1ccccc1 (centres undefined)	103	100	98	100	97	102	95	100	111
Cc1cccc(C(O)(C(=O)O)c2ccccc2)c1 (centres undefined)	100	101	103	93	99	109	98	96	111
CCOc1ccc(/C=C/[N+](=O)[O-])cc1	24	71	9.8*	39	99	91	91	82	67
Clc1nc(Cl)nc(Nc2ccccc2Cl)n1	114	102	107	106	110	93	72	107	99
COC(=O)[C@@H](Cc1ccc(O)cc1)NC(=O)C(=O)c1cn(Cc2cn(Cc3ccccc3)nn2)c2ccccc12	99	103	103	90	94	101	90	101	113
CCC(C)c1ccc(OCC(C)N(CCCl)Cc2ccccc2)cc1 (centres undefined)	90	88	66	98	95	90	82	89	89
CN(C)P(=O)(N(C)C)N1CC1	91	104	102	94	99	106	85	126	100
CC(C)NC(C)C	105	98	107	94	97	103	84	97	106
C[CH2][Sn]([CH2]C)([CH2]C)[NH]S(=O)(=O)c1ccc(C)cc1	100	105	116	nt	108	114	95	104	101

Rewritten with two lines to a compound: entries from further up
Sequence of screens: HCC-2998, KM12, HT29, SF-539, SF-268, SNB-19, SNB-75, SF-295, SW-620
- CCC[CH2][Sn]([CH2]CCC)([CH2]CCC)[O]c1ccc(Cl)cc1Cl
→ -95*, -94*, -52*, -83*, -91*, -81*, -94*, -37*, -93*
- CN1C2CCC1CC(OC(=O)c1ccccc1)C2 (centres undefined)
→ 11, 111, 106, 102, 105, 87, 88, 110, 101
- CCN(CC)C(=O)C(N)Cc1ccc(OC)c(N(CCCl)CCCl)c1 (centres undefined)
→ 102, 107, 95, 85, 99, 99, 95, nt, 90
- CN1C2CC(=O)CC1C(O)C2 (centres undefined)
→ nt, 100, 99, 107, 112, 109, 100, 88, 110
- C=Cc1c(C)c(O)cc2c1CC[C@@H]1C(C)(C)[C@H](O)CC[C@@]21C
→ 114, 97, 94, 97, 90, 109, 82, 109, 104
- O=C1NC(=S)NC(=O)C1=Cc1cccnc1
→ 110, 103, 109, 99, 108, 113, 90, 107, 105
- CC12CCC3C(CC=C4CC(Cl)CCC43C)C1C/C(=C\c1ccc(OCC(=O)N3CCOCC3)cc1)C2=O (centres undefined)
→ 102, 90, 76, 113, 89, 117, 101, 92, 96
- COc1cc(C2c3ccc4ccccc4c3Oc3nc(N)c(C#N)c(N)c32)cc(OC)c1OC (centres undefined)
→ nt, 101, 106, 83, 105, 85, 63, 98, 109
- Brc1ccc2[nH]cc(/C=N/N3CCCCCC3)c2c1
→ 114&109, 92&99, 95&88, 81&93, 95&94, 109&100, 89&92, 106&117, 92&103
- S=c1[nH]c(=S)c2c3c([se]c2[nH]1)CCCCC3
→ 102, 98, 103, 96, 98, 106, 84, 89, 100
- Cc1ccc(Nc2nc3c(s2)C2=CC[C@@H]4[C@H](CC[C@]5(C)C(=O)CC[C@@H]45)[C@@]2(C)CC3)cc1
→ 78, 35, 15, 3.7*, 56, 55, 29, 5.5*, 0.5*
- Cc1ccc(O)c(CN2CCC3CCC(C3)C2)c1 (centres undefined)
→ 117&101, 110&110, 104&101, 109&111, 98&109, 98&101, 108&97, 98&106, 110&98
- O=C(Nc1ccc(C(=O)O)cc1)Oc1ccc(N(CCCl)CCCl)cc1
→ 89, 107, 79, 52, 64, 87, 71, 45, 79
- O=C(O)c1cccc(Cl)c1
→ 102, 117, 112, 111, 116, 115, 90, 103, 107
- CC(C)NC(C)Cc1ccccc1 (centres undefined)
→ 103, 100, 98, 100, 97, 102, 95, 100, 111
- Cc1cccc(C(O)(C(=O)O)c2ccccc2)c1 (centres undefined)
→ 100, 101, 103, 93, 99, 109, 98, 96, 111
- CCOc1ccc(/C=C/[N+](=O)[O-])cc1
→ 24, 71, 9.8*, 39, 99, 91, 91, 82, 67
- Clc1nc(Cl)nc(Nc2ccccc2Cl)n1
→ 114, 102, 107, 106, 110, 93, 72, 107, 99
- COC(=O)[C@@H](Cc1ccc(O)cc1)NC(=O)C(=O)c1cn(Cc2cn(Cc3ccccc3)nn2)c2ccccc12
→ 99, 103, 103, 90, 94, 101, 90, 101, 113
- CCC(C)c1ccc(OCC(C)N(CCCl)Cc2ccccc2)cc1 (centres undefined)
→ 90, 88, 66, 98, 95, 90, 82, 89, 89
- CN(C)P(=O)(N(C)C)N1CC1
→ 91, 104, 102, 94, 99, 106, 85, 126, 100
- CC(C)NC(C)C
→ 105, 98, 107, 94, 97, 103, 84, 97, 106
- C[CH2][Sn]([CH2]C)([CH2]C)[NH]S(=O)(=O)c1ccc(C)cc1
→ 100, 105, 116, nt, 108, 114, 95, 104, 101

Assay outcomes: PubChem BioAssay, NCI
